# MT1-MMP act inh = inhibitors of human MT1-MMP activation; hit rate 0.061% among 360,000; AID 651647; P50281; GFP/RFP ratio change, % at 20 µM; HT1080 RFP-PRO-GFP cells, GFP/RFP ratio fluorescence, overnight; percent of plate control window, DMSO zero;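 active = GFP/RFP ratio change of at least 30% with cell ATP level not reduced by more than half and red fluorescence within 50% of control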; also: strong numbers were not always called active
#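 Assay system: RFP-PRO-GFP reporter HT1080 cells; read-out basis: GFP/RFP fluorescence ratio; benchmarks: DMSO wells and RFP-L50D-GFP cells; doses: 20 µM single dose, 1% DMSO; schedule: overnight cell settling, then overnight compound exposure, 37 °C, 5% CO2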
# Rin1 Abl inh = inhibitors of human Rin1-Abl protein interaction. P00519+Q13671. TR-FRET Rin1/Abl binding, biochemical. inhibition, % at 7.35 µM. hit rate 0.4% among 360,000; in the data active = inhibition above about 5%, passing the limit was not always enough
# PABP1 MLLE inh = blocks PAM2 peptide binding to the PABP1 MLLE domain | AID 588489 | hit rate 0.36% among 360,000 | inhibition, % at 20 µM | P11940 | GST-MLLE / FITC-PAM2 fluorescence polarization; in the data active = inhibition above about 35%, passing the limit was not always enough;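 also: plate controls were DMSO wells with GST-MLLE for no effect and wells lacking GST-MLLE protein for full effect; some results filed as inactive read as strong as hits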
# SKN-1 block = inhibitors of C. elegans SKN-1; inhibition, % at 21.8 µM; C. elegans VP596 Pgst-4::GFP/RFP ratio, acrylamide-induced, 24 h; AID 624304; hit rate 0.49% among 360,000;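 active = interference check ratio from 0.5 to 1.5 plus GFP to RFP signal ratio inhibition reaching or exceeding a fixed threshold, cut at about 30% in these data, passing the limit was not always enough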; also: some compounds called inactive have numbers as strong as hits
# FAS TE block = inhibitors of human fatty acid synthase thioesterase domain; recombinant FAS-TE, OMFH fluorogenic substrate, fluorescence endpoint; P49327; hit rate 0.67% among 360,000; inhibition, % at 15 µM; AID 602261;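 active = compounds whose normalised, plate-corrected inhibition of enzyme fluorescence in the single-dose primary screen is 50% or more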;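 also: 0% = DMSO with enzyme and 100% = substrate without enzyme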
# Target sequence (P49327 whole entry, looked up, the tested form may be a part): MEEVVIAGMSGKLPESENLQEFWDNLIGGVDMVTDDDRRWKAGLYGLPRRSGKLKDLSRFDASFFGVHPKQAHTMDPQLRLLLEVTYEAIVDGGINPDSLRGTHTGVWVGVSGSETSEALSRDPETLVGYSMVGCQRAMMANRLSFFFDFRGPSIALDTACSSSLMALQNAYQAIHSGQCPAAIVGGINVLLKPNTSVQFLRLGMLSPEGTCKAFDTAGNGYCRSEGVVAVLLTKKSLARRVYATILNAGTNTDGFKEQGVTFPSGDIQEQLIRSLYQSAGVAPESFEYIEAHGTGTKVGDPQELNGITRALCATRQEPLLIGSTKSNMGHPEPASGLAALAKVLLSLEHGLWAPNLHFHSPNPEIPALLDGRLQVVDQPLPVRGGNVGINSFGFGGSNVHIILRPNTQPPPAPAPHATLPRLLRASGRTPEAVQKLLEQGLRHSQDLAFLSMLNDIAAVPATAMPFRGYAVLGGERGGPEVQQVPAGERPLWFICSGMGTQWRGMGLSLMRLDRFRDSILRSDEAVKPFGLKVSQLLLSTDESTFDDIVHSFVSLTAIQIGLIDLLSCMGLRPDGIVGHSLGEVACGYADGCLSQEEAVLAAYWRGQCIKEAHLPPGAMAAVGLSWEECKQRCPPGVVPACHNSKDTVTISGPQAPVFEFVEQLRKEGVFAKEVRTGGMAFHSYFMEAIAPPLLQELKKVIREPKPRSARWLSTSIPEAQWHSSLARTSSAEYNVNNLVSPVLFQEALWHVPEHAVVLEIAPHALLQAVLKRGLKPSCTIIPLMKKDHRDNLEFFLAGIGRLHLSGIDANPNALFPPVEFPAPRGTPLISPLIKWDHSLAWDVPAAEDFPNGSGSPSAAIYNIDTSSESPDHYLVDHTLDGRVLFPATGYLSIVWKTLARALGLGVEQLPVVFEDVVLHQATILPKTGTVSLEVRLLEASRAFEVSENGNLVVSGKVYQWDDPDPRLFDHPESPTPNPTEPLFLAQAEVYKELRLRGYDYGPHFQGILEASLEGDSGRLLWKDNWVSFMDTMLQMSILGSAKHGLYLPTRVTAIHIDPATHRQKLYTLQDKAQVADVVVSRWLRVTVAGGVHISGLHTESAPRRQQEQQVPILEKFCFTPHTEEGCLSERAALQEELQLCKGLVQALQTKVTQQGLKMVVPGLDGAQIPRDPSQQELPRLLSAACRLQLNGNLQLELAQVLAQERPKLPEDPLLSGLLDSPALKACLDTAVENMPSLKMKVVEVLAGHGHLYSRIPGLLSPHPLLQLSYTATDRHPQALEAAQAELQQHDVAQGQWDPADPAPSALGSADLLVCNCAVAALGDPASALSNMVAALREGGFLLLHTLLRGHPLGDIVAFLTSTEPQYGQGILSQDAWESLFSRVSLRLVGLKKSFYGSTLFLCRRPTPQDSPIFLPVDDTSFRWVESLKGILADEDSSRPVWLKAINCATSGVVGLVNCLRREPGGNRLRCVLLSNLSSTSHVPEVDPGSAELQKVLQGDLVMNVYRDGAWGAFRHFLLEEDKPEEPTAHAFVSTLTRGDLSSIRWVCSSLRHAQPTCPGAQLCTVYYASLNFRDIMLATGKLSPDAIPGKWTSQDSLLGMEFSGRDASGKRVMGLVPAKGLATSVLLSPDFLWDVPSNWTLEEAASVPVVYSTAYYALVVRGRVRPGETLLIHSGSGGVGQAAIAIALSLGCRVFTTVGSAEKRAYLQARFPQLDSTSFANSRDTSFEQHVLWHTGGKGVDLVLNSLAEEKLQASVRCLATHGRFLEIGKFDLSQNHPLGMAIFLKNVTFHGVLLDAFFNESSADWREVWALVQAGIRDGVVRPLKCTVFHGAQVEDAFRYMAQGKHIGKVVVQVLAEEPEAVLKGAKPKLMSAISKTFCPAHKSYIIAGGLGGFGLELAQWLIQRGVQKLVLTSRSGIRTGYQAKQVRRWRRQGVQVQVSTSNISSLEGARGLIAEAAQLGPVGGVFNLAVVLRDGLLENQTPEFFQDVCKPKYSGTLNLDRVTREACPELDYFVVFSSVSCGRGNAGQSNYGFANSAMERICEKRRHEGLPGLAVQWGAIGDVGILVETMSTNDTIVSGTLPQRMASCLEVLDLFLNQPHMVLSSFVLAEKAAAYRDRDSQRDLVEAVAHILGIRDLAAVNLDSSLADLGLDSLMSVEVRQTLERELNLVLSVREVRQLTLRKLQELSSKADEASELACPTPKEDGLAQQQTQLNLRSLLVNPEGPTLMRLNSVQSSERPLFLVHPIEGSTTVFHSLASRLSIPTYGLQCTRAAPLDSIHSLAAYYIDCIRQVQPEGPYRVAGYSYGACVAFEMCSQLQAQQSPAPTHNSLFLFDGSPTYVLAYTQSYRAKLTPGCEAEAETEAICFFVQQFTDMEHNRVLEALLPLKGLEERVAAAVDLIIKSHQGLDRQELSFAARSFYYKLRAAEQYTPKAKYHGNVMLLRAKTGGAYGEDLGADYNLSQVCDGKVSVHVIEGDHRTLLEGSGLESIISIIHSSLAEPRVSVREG
# MsrA act = bovine methionine sulfoxide reductase A activation. hit rate 0.3% among 360,000. activation, % at 10.6 µM. purified bovine MsrA, absorbance read-out; in the data active = activation above about 7.5%;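 also: 0% = vehicle and 100% = reference activator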
# Neddylation inh = inhibitors of human cullin neddylation; calls only at 25 µM; TR-FRET cullin neddylation, biochemical; hit rate 0.58% among 360,000; P61081+Q13564; AID 651699; in the data active = inhibition above about 36%
# eLon inh = inhibitors of E. coli Lon protease | P0A9M0 | purified E. coli Lon protease, fluorescence polarization | inhibition, % at 7.94 µM | hit rate 0.42% among 360,000 | AID 602123; in the data active = inhibition above about 13%, passing the limit was not always enough;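 also: 0% = enzyme with probe and DMSO and 100% = no enzyme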
# CendR NRP1 mod = NRP-1/CendR interaction modulation | AID 602438 | O14786 | FAM-RPARPAR peptide binding to NRP-1, fluorescence polarization | hit rate 0.85% among 360,000 | inhibition, % at 25 µM;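 active = inhibition or corrected inhibition above about 18%, plus a signal ratio from 0.5 to 1.5, limit read from the data, passing the limit was not always enough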; also: strong numbers were not always called active
# Active calls of the source: *; i = inactive; . = not tested or not shown. Outcome played no part in choosing rows; about 4% have a hit in one of these screens.
SMILES,MT1-MMP act inh,Rin1 Abl inh,PABP1 MLLE inh,SKN-1 block,FAS TE block,MsrA act,Neddylation inh,eLon inh,CendR NRP1 mod
COc1ccccc1NC(=O)CSc1nc2ccccc2c(=O)n1CC1CCCO1 (configuration not stated),-2,4,-10,9,8,2,i,4,-10
COc1ccc(CCN2CNc3c(c(=O)n(C)c(=O)n3C)C2)cc1OC,2,0,-39,4,-4,1,i,-19,-1
CCC(=O)NC(=S)Nc1ccc(-c2nc3ccccc3s2)cc1,4,-5,8,30,-5,-3,i,0,0
COc1cc(/C=C/C(=O)OCC(=O)c2c(N)n(C)c(=O)n(C)c2=O)ccc1O,0,-3,-55,7,-10,-12,i,-10,8
O=C(C(=O)N1CCOCC1)c1cn(CCOc2ccccc2)c2ccccc12,-1,0,8,1,2,-3,i,-11,-4
Cc1ccc2c(c1)N(CC(=O)NC1CCC(C)CC1)C(=O)c1cccnc1O2 (configuration not stated),0,1,5,2,8,-5,i,-2,-6
CC1(C)C/C(=N/Nc2ccc([N+](=O)[O-])cc2[N+](=O)[O-])C(C)(C)O1,14,-4,3,-5,2,-2,i,1,5
Cc1cc2nnn(-c3nnc(-c4ccccc4)c4ccccc34)c2cc1C,2,1,-4,-10,20,-7,i,1,-7
Cc1c(C(=O)N(C)Cc2ccc(F)cc2)sc(=O)n1Cc1ccccc1C#N,5,2,-10,3,1,-5,i,-5,-1
CC(=O)c1c(C)[nH]c(C(=O)OCC(=O)N(C)C)c1C,3,2,-28,4,-9,-3,i,-3,2
COc1cccc(C2Nc3cc(Cl)c(S(N)(=O)=O)cc3S(=O)(=O)N2)c1 (configuration not stated),-14,0,-3,-3,-10,-2,i,-10,6
CC1(C(=O)Nc2nc3ccc(S(C)(=O)=O)cc3s2)CC1(Cl)Cl (configuration not stated),-4,-2,14,-2,-6,-4,i,3,0
CC(NC(=O)COC(=O)c1cc(=O)[nH]c2ccccc12)c1ccccc1 (configuration not stated),-2,1,-1,1,2,-4,i,-4,3
CCN1C[C@@H]2[C@@H]3C(=O)N(Cc4ccccc4)C(=O)[C@@H]3[C@](C)(C1=O)N2C(=O)c1ccc(C(F)(F)F)cc1,3,2,6,3,-8,-1,i,-4,5
O=C(CSc1nc2ccccc2[nH]1)NCCCn1ccnc1,-6,3,-14,-12,-11,-15,i,-5,-5
COc1cccc(NC(=O)C2(C)CCN2Cc2ccc(OC)c3ccccc23)c1 (configuration not stated),2,-1,-1,5,31,0,i,-7,18
O=C(O)/C=C/c1cccc(OCc2ccccc2)c1,1,2,-8,5,-4,-1,i,1,-5
CCN(Cc1ccccc1)C(c1cc2ccc(C)cc2[nH]c1=O)c1nnnn1CCOC (configuration not stated),3,3,-1,-6,-8,-5,i,-5,-9
O=C(CSc1nc(-c2cccs2)cc(C(F)(F)F)n1)Nc1cc(OCC(F)(F)C(F)F)cc([N+](=O)[O-])c1,-6,-5,3,9,32,-1,i,-2,2
CCCc1cc2c(=O)c(-c3ccccn3)coc2cc1OC,3,1,2,8,0,-3,i,3,-7
O=c1[nH]c2ccccc2cc1-c1noc(-c2cccnc2)n1,-2,3,13,2,-2,2,i,-9,-6
O=C(NCC(=O)N1CCN(S(=O)(=O)c2ccccc2F)CC1)c1ccc(Br)o1,-2,0,3,20,-3,-3,i,-1,9
CCCCc1nc2c(=O)[nH]c3ccccc3c2o1,2,2,-2,28,-2,-1,i,-6,11
O=C(CN1CCOCC1)Nc1nc2cc([N+](=O)[O-])ccc2s1,-8,-1,4,-10,2,-5,i,-7,7
Cc1cc2oc(=O)cc(CN3CCCCC3C)c2cc1Cl (configuration not stated),-1,1,-10,2,13,2,i,-10,-7

# Continued:
SMILES,MT1-MMP act inh,Rin1 Abl inh,PABP1 MLLE inh,SKN-1 block,FAS TE block,MsrA act,Neddylation inh,eLon inh,CendR NRP1 mod
CCCNC(=O)C1(C)CCN(Cc2cc(C)n(C)n2)C1 (configuration not stated),2,-1,3,8,-3,-3,i,0,6
CCc1ccc(N(C(=O)c2csnn2)C(C(=O)NC(C)(C)C)c2ccncc2)cc1 (configuration not stated),5,1,3,3,-7,2,i,0,8
CC1(C)CC(=O)C=C(Nc2cccc(O)c2)C1,2,1,8,4,-6,-1,i,-9,16
CC(=O)c1ccc(OC(C)c2nc3ccccc3s2)cc1 (configuration not stated),1,0,-11,15,10,0,i,2,16
COC(=O)c1ccc(CNC(=O)CCC(=O)N2CCOCC2)cc1,-7,-4,-2,23,-4,-3,i,-3,-6
Cc1noc(C)c1S(=O)(=O)N(C)C[C@H]1Oc2c(NC(=O)NC(C)C)cccc2C(=O)N([C@H](C)CO)C[C@@H]1C,0,2,-3,6,-10,0,i,-7,15
CC(=O)Nc1ccc(NC(=O)CC(C)n2ccnc2)cc1 (configuration not stated),1,2,1,-3,-2,8.5*,i,1,1
Cc1ccccc1-c1nc(CS(=O)CC(=O)NC2CCCCC2)c(C)o1 (configuration not stated),0,-2,20,-7,-7,-8,i,3,4
Cc1ccc(-c2c(C)n([O-])c3c([n+]2=O)CCCCC3)cc1,2,-2,18,-4,-6,-3,i,-10,-1
C=CCN(C(=O)Cn1c(C(=O)OC)cc2oc(C)cc21)c1ccccc1,-2,1,-5,-2,2,0,i,-7,3
CN(C)C(CNC(=O)c1ccc(C(=O)c2ccccc2)cc1)c1ccccc1 (configuration not stated),1,2,13,-2,-2,-6,i,6,-5
Cc1nc(NCc2ccco2)[nH]c(=O)c1CCC(C)C,-1,-1,2,13,5,1,i,-12,-2
COc1cc(/C=N/N2CCN(Cc3ccccc3)CC2)cc(OC)c1OC,3,-2,10,0,-2,-5,i,-3,-4
Nc1nc(NCCOCCO)nc(NC2CCCCC2)c1[N+](=O)[O-],.,2,10,5,-1,-16,i,6,1
CN(Cc1cccnc1)C(=O)c1cc(COc2ccc3ncccc3c2)on1,5,-4,-4,4,-6,-3,i,-1,-1
Cc1nn2cnnc2c(C)c1Cc1c(F)cccc1Cl,3,-3,-8,12,-2,-2,i,-1,-1
O=C(O)CCNS(=O)(=O)c1ccc2c(c1)OCCCO2,-1,1,2,-4,-6,-1,i,-1,5
COC(=O)CSc1nc(SCc2ccc(C)cc2)nc2c1CCCC2,3,2,2,-8,26,-1,i,-1,7
Cc1cc2cc3c(C)cc(=O)oc3c(C)c2o1,-1,3,-10,11,-3,-2,i,-1,1
O=S(=O)(Nc1ccc(Nc2ccccc2)cc1)c1ccc(F)cc1,.,5,-11,16,16,-10,i,19,0
Cc1ccc(S(=O)(=O)Nc2ccc3c(c2)C(=O)N([C@@H](C)CO)C[C@@H](C)[C@@H](CN(C)C(=O)NC(C)C)OCCCC[C@H](C)O3)cc1,-1,-1,-14,-7,-3,0,i,-8,-1
O=C(O)CC1(CC(=O)Nc2ccccc2N2CCOCC2)CCCC1,7,3,-6,9,-4,-2,i,8,2
O=C(Nc1ccccc1N1CCOCC1)c1cccc2c(Br)cccc12,-9,-5,12,17,26,-1,i,2,17
COc1ccc(S(=O)(=O)N2CCCCCC2)cc1N(C)S(=O)(=O)c1ccc(Cl)cc1,-6,5,15,11,32,-1,i,-7,4
COc1ccc(Cl)cc1Cn1c(C)c(C(=O)NCc2cccc(C(F)(F)F)c2)sc1=O,-4,-4,4,9,24,0,i,3,27*

# A different layout for part of the listing above:
# Results follow in this order: MT1-MMP act inh, Rin1 Abl inh, PABP1 MLLE inh, SKN-1 block, FAS TE block, MsrA act, Neddylation inh, eLon inh, CendR NRP1 mod
Cc1cc2cc3c(C)cc(=O)oc3c(C)c2o1
    -1, 3, -10, 11, -3, -2, i, -1, 1
O=S(=O)(Nc1ccc(Nc2ccccc2)cc1)c1ccc(F)cc1
    ., 5, -11, 16, 16, -10, i, 19, 0
Cc1ccc(S(=O)(=O)Nc2ccc3c(c2)C(=O)N([C@@H](C)CO)C[C@@H](C)[C@@H](CN(C)C(=O)NC(C)C)OCCCC[C@H](C)O3)cc1
    -1, -1, -14, -7, -3, 0, i, -8, -1
O=C(O)CC1(CC(=O)Nc2ccccc2N2CCOCC2)CCCC1
    7, 3, -6, 9, -4, -2, i, 8, 2
O=C(Nc1ccccc1N1CCOCC1)c1cccc2c(Br)cccc12
    -9, -5, 12, 17, 26, -1, i, 2, 17
COc1ccc(S(=O)(=O)N2CCCCCC2)cc1N(C)S(=O)(=O)c1ccc(Cl)cc1
    -6, 5, 15, 11, 32, -1, i, -7, 4

# Additional structures follow.
SMILES,MT1-MMP act inh,Rin1 Abl inh,PABP1 MLLE inh,SKN-1 block,FAS TE block,MsrA act,Neddylation inh,eLon inh,CendR NRP1 mod
COc1ccc(C2CC(=O)C3=C(C2)Nc2ccccc2NC3c2coc3ccccc3c2=O)cc1OC (configuration not stated),5,-3,3,14,6,-4,i,3,12
CC(C)Cc1nc2sc3c(=O)n(N)cnc3c2c2c1COC(C)(C)C2,0,-5,2,9,2,-4,i,-6,-4
O=C(O)c1ccccc1C(=O)Nc1ccc(Oc2ccc3ccccc3c2)cc1,-14,0,1,14,-5,-2,i,-3,-10
CCc1nc(Nc2cccc(F)c2)c2oc3ccccc3c2n1,-1,-1,-8,7,16,-7,.,6,1
COC(=O)c1ccccc1SCc1csc(C)n1,1,7,-2,7,-1,0,i,-4,1
Cc1ccc(CNCC(O)(c2ccccc2)c2ccccc2)cc1,-2,0,9,9,8,-1,i,-1,3
COCCn1c(COC)nc2ccccc21,-5,0,9,-8,-5,-9,i,0,6
CCOc1ccc(N2C(=O)S/C(=C\c3cccn3C)C2=O)cc1,0,0,0,7,-10,0,i,-26,-46
CCOC(=O)C1CCN(C(=O)c2ccccc2NS(=O)(=O)c2ccccc2)CC1,-5,1,6,2,-2,-1,i,-6,-4
CCCCCCN1C[C@H](O)[C@@H](n2cc(-c3ccc(F)cc3)nn2)C[C@@H]1c1ccccc1,2,-3,-7,10,16,1,i,5,11
COc1ccc(NC(=O)CN2C(=O)NC(c3ccccc3)(c3ccccc3)C2=O)cc1,-2,-2,-17,2,3,-1,i,3,7
Cc1cc(C(=O)CSc2nnc(-c3cccs3)o2)c(C)n1-c1ccccc1,-3,-9,-97,17,22,0,i,-3,0
O=C(NNC(=O)c1cccc2ccccc12)c1ccc(-c2ccccc2)cc1,6,0,-3,-7,-7,-4,.,5,3
CCCCCC(=O)Nc1cccc(C2=NOC3(C2)C[C@H](C(N)=O)N(C(=O)CC)C3)c1 (some centres not stated),17,0,-11,5,-3,-2,i,-3,2
COc1ccc(CCNC(=O)C(=O)NCC2CCCO2)cc1OC (configuration not stated),3,-3,18,12,-6,-2,i,3,3
C=CCN1C=CC(=O)[C@@H](O)[C@H]1c1ccccc1Br,1,-4,-6,4,-8,-3,i,-9,-7
CCCS(=O)(=O)NC(=O)C1(C)CCCN(C(=O)c2ccc(C#N)cc2)C1 (configuration not stated),3,0,3,17,-7,1,i,-3,-5
O=C(O)CCc1nnc(SCC(=O)Nc2ccc(Cl)c(C(F)(F)F)c2)[nH]c1=O,-2,3,7,2,-8,-4,i,7,-15
CSc1nc2nc3c(cc2c(=O)n1-c1cccc(C)c1)COC(C)(C)C3,3,0,0,16,-2,-3,i,-11,3
O=C(O)c1ccccc1S(=O)(=O)c1ccccc1CO,4,-1,-1,12,-10,-3,i,-6,1
CCOC(=O)C1CCCN(C(=O)CN2C(=O)c3ccccc3C2=O)C1 (configuration not stated),2,-3,1,-9,-9,-2,i,-3,-2
CCc1cc2c(SCC(=O)c3cccs3)ncnc2s1,-3,-48,9,11,9,1,i,6,12
O=C(c1ccc([N+](=O)[O-])o1)N(Cc1nnc(-c2ccccc2Cl)o1)C1CC1,-2,-1,20,4,0,1,i,1,-10
COc1ccc(CCNC(=O)CSc2ccc(-c3ccccc3)nn2)cc1OC,4,1,19,-5,-6,-6,i,7,12
Cn1c(=O)c2sccc2n(CC(=O)NCCC2=CCCCC2)c1=O,6,2,0,7,-4,-7,i,0,2
CC(c1ccccc1)n1ccnc1CO (configuration not stated),4,4,7,-10,-6,-4,i,4,-8

# Bioassay records from PubChem.
